ZTA DNA inh: counter-screen for EBNA-1 inhibitors: inhibitors of Epstein-Barr virus ZTA. AID 2234. hit rate 0.15% among 320,000. ZTA-DNA binding, fluorescence polarization. P03206. inhibition, % at 11 µM; in the data active = inhibition above about 33%
MCL1 BIM primary: MCL1-BIM-BH3 interaction inhibition (human); GST-MCL1 / FITC-Bim-BH3 fluorescence polarization; inhibition, % at 10.9 µM; hit rate 0.68% among 320,000; AID 2057;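 active = inhibition above the mean inhibition of all tested compounds plus 3 SD, set per campaign, cut at about 40% in these data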;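 note: 0% = DMSO wells and 100% = unlabeled Bim-BH3 peptide control; higher means more loss of mP so more displacement of Bim peptide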
Target sequence (Q07820 whole entry, looked up): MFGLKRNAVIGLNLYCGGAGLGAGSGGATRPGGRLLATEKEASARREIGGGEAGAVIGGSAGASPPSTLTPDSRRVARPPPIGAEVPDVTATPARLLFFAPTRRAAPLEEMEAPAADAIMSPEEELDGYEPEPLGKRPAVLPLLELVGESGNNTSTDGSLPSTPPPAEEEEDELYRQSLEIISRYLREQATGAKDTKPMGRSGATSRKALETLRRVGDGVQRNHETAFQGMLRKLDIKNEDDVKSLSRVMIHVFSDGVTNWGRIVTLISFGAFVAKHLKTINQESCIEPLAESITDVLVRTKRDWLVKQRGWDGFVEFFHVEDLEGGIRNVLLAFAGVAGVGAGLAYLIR
GLD-1 RNA inh: GLD-1-TGE RNA interaction inhibition (C. elegans); Q17339; purified GLD-1 + fluorescein TGE RNA, fluorescence polarization; inhibition, % at 5.96 µM; hit rate 0.44% among 320,000; AID 2280;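 active = percent inhibition above a per-plate cutoff, the plate mean of test compounds plus 3 SD, cut at about 30% in these data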;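 note: 0% = DMSO wells with GLD-1 and probe and 100% = wells lacking GLD-1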
Target sequence (Q17339 whole entry, looked up): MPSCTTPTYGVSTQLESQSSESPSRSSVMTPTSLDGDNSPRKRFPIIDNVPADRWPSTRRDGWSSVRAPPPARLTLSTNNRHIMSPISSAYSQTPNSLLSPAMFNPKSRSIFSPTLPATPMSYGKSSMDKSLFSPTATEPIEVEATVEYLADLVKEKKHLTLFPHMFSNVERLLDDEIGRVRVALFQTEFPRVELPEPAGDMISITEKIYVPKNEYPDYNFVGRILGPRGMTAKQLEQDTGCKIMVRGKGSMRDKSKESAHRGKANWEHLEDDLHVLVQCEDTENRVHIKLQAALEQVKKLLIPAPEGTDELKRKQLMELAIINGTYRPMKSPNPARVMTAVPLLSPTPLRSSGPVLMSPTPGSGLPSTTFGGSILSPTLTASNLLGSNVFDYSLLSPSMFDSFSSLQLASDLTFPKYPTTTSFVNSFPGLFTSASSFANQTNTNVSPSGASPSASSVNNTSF
Efflux pump inh: inhibitors of Candida antifungal efflux pumps expressed in yeast; S. cerevisiae Candida pump triplex, Nile Red efflux; inhibition, % at 10 µM; hit rate 0.44% among 330,000; AID 485275;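 active = plate passing quality check with inhibition over a set limit, or well fluorescence over plate mean plus 4 SD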;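 note: Nile Red retained in pooled yeast measured as flow cytometry median fluorescence; 0% = buffer negative control and 100% = Enniatin B positive control; higher means more Nile Red kept so more efflux inhibition; some compounds called inactive have numbers as strong as hits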
Yeast superoxide: lowers age-related superoxide in aged yeast cells; S. cerevisiae aged cells, superoxide DHE fluorescence; hits give low values; superoxide response (% of plate mean), % at 10 µM; hit rate 0.18% among 330,000; AID 2690;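 active = superoxide response under a set limit, about three screen SD below normal, cut at about 65% in these data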;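 note: yeast aged for seven days with compound at 30 °C before DHE staining; 100% = average MFI of all compound-treated wells on the plate with controls excluded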
MEX-5 binding: C. elegans MEX-5 TCR-2 RNA binding activity. Q9XUB2. hit rate 0.38% among 300,000. MEX-5/FITC-TCR2 RNA binding, fluorescence polarization; hits give low values. activity score (negative = inhibition of binding), % at 10 µM;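 active = inhibition past about -25% in most replicates, and total fluorescence under double the plate's negative control median, limit read from the data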;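 note: 0% = DMSO and -100% = 5 µM competing unlabeled TCR2 RNA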
Fam108B counter: counter-screen for RBBP9 inhibitors: inhibitors of mouse Fam108B; recombinant Fam108B, FP-Rh probe fluorescence polarization; inhibition, % at 9.51 µM; hit rate 0.33% among 300,000; AID 1947;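 active = inhibition above the screen mean inhibition plus 3 SD, computed separately per campaign, cut at about 18% in these data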;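 note: inhibitors lower polarization as less probe binds the enzyme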
EBNA-1 inh: blocks EBNA-1 binding to DNA; inhibition, % at 14.8 µM; AID 1950; EBNA-1 DNA binding, fluorescence polarization; hit rate 0.34% among 300,000; in the data active = inhibition above about 28%
BCLXL inh: Bcl-xL (human) inhibition | hit rate 0.7% among 320,000 | GST-Bcl-xL / FITC-Bim BH3 peptide fluorescence polarization | inhibition, % at 10.9 µM;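 active = inhibition above the mean of all tested compounds plus 3 SD, cutoff set per campaign, cut at about 30% in these data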;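 note: 0% = DMSO wells and 100% = unlabeled Bim-BH3 peptide competitor; inhibitors lower millipolarization by displacing the labeled peptide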
Target sequence (Q07817 whole entry, looked up): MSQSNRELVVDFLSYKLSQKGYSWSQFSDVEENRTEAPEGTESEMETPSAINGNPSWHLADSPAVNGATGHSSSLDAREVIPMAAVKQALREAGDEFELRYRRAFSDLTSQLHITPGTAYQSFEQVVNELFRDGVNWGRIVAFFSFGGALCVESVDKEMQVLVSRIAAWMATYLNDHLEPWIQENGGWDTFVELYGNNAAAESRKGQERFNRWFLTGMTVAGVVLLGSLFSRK
* = called active by the depositor; / = not tested or not shown.

SMILES	ZTA DNA inh	MCL1 BIM primary	GLD-1 RNA inh	Efflux pump inh	Yeast superoxide	MEX-5 binding	Fam108B counter	EBNA-1 inh	BCLXL inh
O=C1c2ccccc2NC(c2ccc(-c3cccc(F)c3)o2)N1O (stereo not given)	-10	-17	-8	-0.1	94	/	/	/	-12
Cc1ccc(-c2nnn(CC(=O)N(Cc3cccs3)C(C(=O)NCC3CCCO3)c3ccco3)n2)o1 (stereo not given)	5	1	-2	0.2	81	0.3	2	6	5
COc1ccccc1NC(=O)c1ccc(Br)c(S(=O)(=O)N2CCCC2)c1	10	1	5	0.3	115	2.0	1	0	0
O=C1CSC(=S)N1/N=C/c1ccc(C(F)(F)F)cc1	-5	3	2	0.0	98	-6.9	4	-11	3
COc1ccc(N=Cc2sc(O)c3ccccc23)cc1	-11	-28	-132	-0.2	100	-0.9	14	-4	10
CCOC(=O)c1c(NC(=O)COC(=O)/C=C/c2ccccc2)sc(C(=O)NC)c1C	4	0	3	-0.2	96	/	/	/	-5
CN(C)c1ccc(CN2CCCCC2)cc1	8	3	-5	0.0	110	1.3	-3	10	0
CC(C)NC(=O)NC(=O)COC(=O)c1ccc(OC(F)(F)F)cc1	-2	0	-2	0.1	100	0.0	-2	-7	1
CN(CC(=O)NCCc1ccccc1)Cc1ccco1	-13	-2	7	0.1	88	-0.1	6	-1	4
CCN(Cc1ccccc1)C(=O)C1CCN(S(=O)(=O)c2ccc3c(c2)OCCO3)CC1	5	-2	-1	0.1	103	-3.4	-2	10	0
Cc1ccc(NC(=O)COC(=O)[C@H](C)NC(N)=O)c(C)c1	-1	-4	8	-0.2	97	1.7	8	8	-2
Cc1ccc(S(=O)(=O)N2CCC(C(=O)N[C@H](C(=O)NCC3CCCO3)C(C)C)CC2)cc1 (stereo not given in full)	-16	-7	-6	0.6	113	-2.7	-2	-21	-3
COc1ccc(CN2C(=O)C(Cc3ccccc3)Nc3ncnc(N4CCCCC4)c32)cc1 (stereo not given)	-18	2	-7	0.1	95	5.3	4	3	5
O=C(O)c1cccc(NS(=O)(=O)c2ccc3c4c(cccc24)C(=O)N3)c1	13	5	9	-0.2	82	-3.0	3	6	8
COc1ccc([C@H]2CC(=O)C=C(c3ccc(C)cc3)C2)cc1	-4	1	3	0.0	98	/	/	/	1
Cc1ccc(NC(=O)CSCC(=O)Nc2cc(C(F)(F)F)ccc2N2CCOCC2)cc1	-12	-5	-2	-0.1	99	-1.1	1	-7	-4
CC(=O)c1ccccc1NS(=O)(=O)c1cccc2nsnc12	-9	24	6	0.0	107	-3.6	6	3	5
COc1ccc(NC(=O)Cn2nnc(-c3ccc(CN4CCOCC4)cc3)n2)c(OC)c1	-2	-5	-10	-0.2	116	4.1	-1	20	3
Cc1cc(N2CC(C(=O)Nc3nccs3)CC2=O)ccc1C(C)C (stereo not given)	10	5	6	-0.1	109	-3.1	-3	6	2
Cc1ccc(CNc2nc(N)c([N+](=O)[O-])c(NCCO)n2)cc1	2	1	4	-0.1	99	1.0	0	-4	5
O=C1C2C(C(=O)N1/N=C/c1cc([N+](=O)[O-])ccc1O)C1C=CC2C12CC2 (stereo not given)	3	9	2	0.0	94	1.1	3	8	6
CC(C)C(O)(C(=O)NNc1ccccc1)C(C)C	-18	9	2	-0.1	88	0.5	-2	-4	7
Cc1cc(C)c2cc(CN(CC3CCCO3)C(=S)NCc3ccco3)c(=O)[nH]c2c1 (stereo not given)	-6	3	-2	0.3	92	1.1	2	4	1
Cc1ccccc1C(=O)Nc1ccccc1C(=O)NC1CC1	4	-3	4	-0.2	102	1.4	7	0	-3
CCCn1c(N)c(N(CCOC)C(=O)/C=C/c2ccc(C(=O)OC)cc2)c(=O)[nH]c1=O	-1	-11	-3	0.1	94	-2.8	-2	-4	-11
Cc1oc2ccc(O)cc2c1C(=O)c1ccc(F)cc1	-3	2	5	-0.2	82	1.6	0	-8	1
COC(=O)CNC(c1ccccc1Cl)c1cc(Br)ccc1NC(=O)CCN1CCOCC1 (stereo not given)	-8	34	6	0.1	104	1.8	4	1	14
CCCCNC(=O)COCc1cc(-c2ccc3c(c2)OCO3)on1	3	1	-1	-0.1	98	-0.3	3	14	3
O=c1[nH]n(-c2cccc3cccnc23)c(=O)c2ccccc12	9	6	5	0.0	93	2.9	-1	11	8
COC(=O)c1ccc(C(=O)N2CCCC(N3CCN(c4ccc(F)cc4)CC3)C2)nc1 (stereo not given)	4	7	4	0.0	98	1.8	1	5	5
Cc1ccc(CO/N=C\Cc2snc(Sc3ncc(C(F)(F)F)cc3Cl)c2C#N)cc1	-3	-14	-13	-0.1	93	1.3	1	-2	-7
CCN(CCn1cccn1)Cc1nc(Cc2cccc(F)c2)no1	-12	-2	4	-0.1	100	0.7	-2	0	-3
O=C(c1ccc2c(c1)OCO2)C1CCCN(Cc2cn[nH]c2-c2ccccc2)C1 (stereo not given)	1	2	5	-0.1	119	-0.1	-1	-4	5
Cc1nc2c(C(=O)NCc3ccc(F)cc3)c[nH]n2c(=O)c1Cl	-1	13	5	0.1	80	-1.3	3	0	10
COc1ccccc1N(CC(=O)NCc1ccccc1)C(=O)CCC(=O)Nc1ccccn1	6	5	0	0.0	103	0.0	4	7	4
CCOC(=O)Cc1csc(N/C(=N/S(=O)(=O)c2ccc(Cl)cc2)c2ccccc2)n1	2	6	1	0.1	96	0.4	-3	3	0
COc1ccc(CC(=O)OCC(=O)Nc2ccc(Br)cc2)cc1	5	-6	2	0.1	149	0.6	0	-7	-4
CC1(C)CC(=O)C(C=Nc2ccc(Cl)cn2)=C(O)C1	9	5	1	0.0	96	1.9	5	-6	0
COc1ccc(-c2[nH]ncc2CN(CCO)Cc2cccs2)c(F)c1	-9	17	1	-0.3	93	0.9	2	9	-3
COCCn1cnc2c1c(=O)n(CC(=O)OCC(=O)NCCCc1ccccc1)c(=O)n2Cc1ccccc1	-1	-16	4	0.0	99	3.6	-1	4	-1
CC1(C)Cc2c(C#N)c(OCC(=O)c3ccccc3)nc(-c3ccoc3)c2CO1	16	-1	-1	0.1	124	-0.6	-1	1	3
O=C(Nc1ncn[nH]1)c1cccc(F)c1	3	5	0	-0.1	91	/	/	/	2
CC(=O)Nc1ccc(/C=N/NC(=O)CNC(=O)c2ccccc2)cc1	-4	-3	-3	0.2	111	-0.3	-1	-5	4
O=C(CSc1nc2[nH]ncc2c(=O)[nH]1)NCc1ccccc1Cl	9	-2	8	-0.1	101	0.8	4	14	5
CS(=O)(=O)NCc1nnc(SCc2ccc(C(F)(F)F)cc2)o1	-2	-1	7	-0.1	101	-1.9	-4	-4	9
COc1cccc([C@@H]2CC=C(C(=O)O)[C@H](c3ccc(F)cc3)N2S(=O)(=O)c2ccc(C)cc2)c1	-5	-3	3	0.0	100	/	3	4	-1
N=C1C(c2nc3ccccc3s2)=C(O)CN1NC(=O)c1ccco1	-9	-2	4	-0.2	101	-1.7	0	1	0
Cc1ccc(C)c(S(=O)(=O)N2CCN(CC(=O)Nc3sccc3C#N)CC2)c1	-18	-3	1	2.6	83	2.6	-2	7	3
COc1cc(CN2CCN(c3ccc(C)cc3)CC2)cc([N+](=O)[O-])c1O	7	2	5	0.1	117	1.1	9	4	8
C[C@H]1C=C(C(=O)NCc2ccccc2)O[C@@H](OCc2ccc(CO)cc2)C1	13	2	3	0.0	100	-1.5	0	3	-1

Continuation.
SMILES	ZTA DNA inh	MCL1 BIM primary	GLD-1 RNA inh	Efflux pump inh	Yeast superoxide	MEX-5 binding	Fam108B counter	EBNA-1 inh	BCLXL inh
Cc1oc(-c2cccc(Cl)c2)nc1CN1CCC(C(=O)NC2CC2)CC1	-3	1	0	0.0	98	2.1	-4	0	-3
CCN1C(=O)C2(C(C#N)=C(N)Oc3c2c(C)nn3-c2ccccc2)c2ccccc21 (stereo not given)	3	12	3	0.1	96	-0.9	3	-14	5
COc1ccc2oc(C(=O)OCC(=O)N(C)C3CCCCC3)c(C)c2c1	-15	-5	5	0.1	98	2.3	3	-7	8
CSc1nc2c(c(=O)[nH]1)CCCC2	6	-3	-4	0.1	84	0.5	1	2	-1
CCn1ccc(C(=O)NC2C(=O)N3C(C(=O)O)=C(C)CSC23)n1 (stereo not given)	6	0	-1	0.1	102	/	1	8	-2
O=C(Nc1cccnc1)c1ccc([N+](=O)[O-])s1	-12	-7	5	-0.1	104	/	/	/	-1
N#Cc1c(C(F)(F)F)cc(=O)[nH]c1SCC(=O)O	-19	11	-2	-0.1	113	-0.3	-2	2	6
Nc1ccc2nc(-c3ccccc3)cnc2c1	15	119*	81*	-0.1	83	-13	1	6	99*
C=CCSC1=N/C(=C\c2cccnc2)C(=O)N1c1ccc(OC)cc1	-9	-7	-3	0.2	109	-0.1	6	-12	0
Cc1ccccc1OCC(O)CN1CCN(CC(O)COc2ccccc2C)CC1 (stereo not given)	-5	-2	0	0.1	76	-0.6	0	3	-1

Molecules listed so far with bromine (3):
SMILES	ZTA DNA inh	MCL1 BIM primary	GLD-1 RNA inh	Efflux pump inh	Yeast superoxide	MEX-5 binding	Fam108B counter	EBNA-1 inh	BCLXL inh
COc1ccccc1NC(=O)c1ccc(Br)c(S(=O)(=O)N2CCCC2)c1	10	1	5	0.3	115	2.0	1	0	0
COC(=O)CNC(c1ccccc1Cl)c1cc(Br)ccc1NC(=O)CCN1CCOCC1 (stereo not given)	-8	34	6	0.1	104	1.8	4	1	14
COc1ccc(CC(=O)OCC(=O)Nc2ccc(Br)cc2)cc1	5	-6	2	0.1	149	0.6	0	-7	-4

Further results
SMILES	ZTA DNA inh	MCL1 BIM primary	GLD-1 RNA inh	Efflux pump inh	Yeast superoxide	MEX-5 binding	Fam108B counter	EBNA-1 inh	BCLXL inh
CC(=O)Oc1ccc(/C=C2/Oc3ccccc3C2=O)cc1	-3	-5	-11	0.4	96	-0.9	-20	-13	-4
O=C(CSc1nnc(NC(=O)c2c(F)cccc2F)s1)NCc1ccccc1	-3	1	2	-0.1	101	1.6	-1	0	3
COc1cc([N+](=O)[O-])ccc1NC(=S)NNC(=O)c1ccc2c(c1)OCO2	-4	12	5	-0.7	77	2.8	10	-2	10
CCOc1cc(/C=N/NC(=O)c2cc(C3CC3)[nH]n2)ccc1O	17	2	-6	0.0	101	-1.5	5	17	5
CC(NC(=O)CCc1nnc(Cc2cccc(C(F)(F)F)c2)o1)C1CC1 (stereo not given)	-3	5	1	-0.2	107	-1.3	0	3	3
COc1ccccc1/C=C/C(=O)Nc1ccc(S(=O)(=O)Nc2cc(C)nc(C)n2)cc1	-6	-2	4	0.0	95	1.8	-4	3	4
COC(=O)C(NC(C)=O)(Nc1nc(C)cs1)C(F)(F)F (stereo not given)	10	3	9	-0.1	97	-0.5	0	10	7
O=C(NNc1nc2ccccc2nc1C(F)(F)F)c1ccccc1	4	-3	-13	-0.1	116	0.7	5	-1	-3
COc1cc(C(=O)NC(=S)N2CCCCCC2)cc(OC)c1OC	-3	5	4	0.0	110	-1.0	0	-9	5
CN(C)c1ccnc(-n2cccc2/C=N/OCc2ccccc2)c1C#N	0	-11	-1	0.0	91	-1.8	2	2	3
O=C(Nc1ccc2nc(-c3ccccc3)[nH]c2c1)c1ccco1	-18	1	-1	0.1	92	1.5	5	3	6
O=C1NC(=O)C2C1C(c1cccs1)NN2Cc1ccccc1 (stereo not given)	7	4	8	0.0	108	/	-3	1	2
O=C(NCc1cccnc1)C(=O)N/N=C/c1ccccc1[N+](=O)[O-]	10	1	-1	0.0	107	-0.3	6	3	3
CCN(CC1CCCO1)C(=O)C1CCN(C2CCN(Cc3ccccc3C)CC2)CC1 (stereo not given)	-14	9	-2	-0.1	99	-12	1	-4	9
CCOc1oc(-c2ccc(OC)cc2)nc1C(F)(F)F	-10	6	8	-0.2	89	-4.0	-2	3	3
C=CCNC(=O)C1CCN(c2cnccn2)CC1	7	-2	0	-0.1	99	1.5	6	2	6

High-throughput results as filed in PubChem.
